Source: PubChem (NCI)
Growth percent in the NCI-60 one-dose screen (48 h, 10 µM unless noted): 100 = growth as untreated, 0 = no growth, -100 = all killed.
NCI/ADR-RES – NCI/ADR-RES ovarian cells. AID 1794790. 81,000 compounds, 4.4% hits
SN12C – SN12C renal cancer cells; 81,000 compounds, 3.8% hits; AID 1794767
OVCAR-5 – OVCAR-5 ovarian cancer; 82,000 compounds, 2.9% hits
NCI-H23 – NCI-H23 lung cancer. 80,000 compounds, 4% hits
IGROV1 – IGROV1 ovarian cancer | AID 1794786 | 79,000 compounds, 4.7% hits
OVCAR-4 – OVCAR-4 ovarian cancer cells | 80,000 compounds, 3.7% hits
OVCAR-3 – OVCAR-3 ovarian cancer; AID 1794787; 79,000 compounds, 7% hits
SK-OV-3 – SK-OV-3 ovarian cancer cells; 80,000 compounds, 3.2% hits; AID 1794785
NCI-H226 – NCI-H226 lung cancer. 79,000 compounds, 3.5% hits
Numbers without * were called inactive; x = not tested or not shown; & = joins results of further samples. Rule for the calls: active = growth percent below 10; inactive = the rest. Not a hit list; 9.4% or so of the library scored in one or more.

SMILES	NCI/ADR-RES	SN12C	OVCAR-5	NCI-H23	IGROV1	OVCAR-4	OVCAR-3	SK-OV-3	NCI-H226
CCOP(=O)(OCC)O[C@H]1CCC(=O)[C@@H]2[C@H]1[C@H]1C[C@@H]3[C@@]4(C)CCCC(C)(C(=O)OC)[C@@H]4CC[C@@]23C=C1C(C)C (stereo not given in full)	44	65	93	50	72	50	68	54	49
O=[N+]([O-])c1ccc(NS(=O)(=O)c2ccccc2)c(Cl)c1	106	98	114	95	96	93	96	95	100
COc1ccc(C2=NN(C=O)C(c3ccc(Cl)cc3)C2)cc1S(=O)(=O)Nc1cccnc1 (stereo not given)	103	105	106	95	101	106	105	100	95
Cn1ccc(=Nc2ccc(NC(=O)c3ccc(N=c4ccn(C)c5ccc([N+](=O)[O-])cc45)cc3)cc2)cc1	106	45	88	74	65	59	79	91	70
O=[N+]([O-])c1cc(F)cc(F)c1Nc1cc(F)cc(F)c1	100	96	97	101	100	85	110	105	111
COc1ccc2c(c1)c(/C(O)=C1\COC(=O)C1=O)cn2Cc1ccc(F)cc1	107	93	98	110	44	97	107	110	90
CCOC(=O)c1cc2ccccc2[nH]1	98	99	98	94	84	96	101	101	95
COc1cc(C(c2c[nH]c3ccccc23)N2CCCC2)cc(OC)c1OC (stereo not given)	98	94	92	97	93	110	100	106	95
Nc1ncnc2c1ncn2C1CC(O)C(CO)O1 (stereo not given)	113&104	104&105	116&103	112&106	116	107&113	109&127	110&105	105&101
O=c1cc(Cl)[nH]c(=O)[nH]1	105	107	105	99	109	109	109	85	97
Nc1cccc(C(=O)Nc2cccc3ccc(O)cc23)c1	105	99	107	102	x	108	95	90	97
CC(=O)OC[C@@]1(C)C2CC[C@]3(C)C(CC=C4C5CC(C)(C)CC[C@]5(C(=O)Nc5ccc(C)cc5)CC[C@]43C)[C@@]2(C)C[C@@H](OC(C)=O)[C@@H]1OC(C)=O (stereo not given in full)	40	x	95	49	61	40	49	54	51
CC(C)(C)[Si](C)(C)OCC1OC(n2cnc3c(=O)[nH]cnc32)CC1O (stereo not given)	107	105	x	108	112	104	112	94	97
COc1ccc2nc(NC(=O)c3cc(-c4ccc(Cl)cc4)n4nc(-c5ccccc5)cc4n3)sc2c1	94	101	118	84	99	73	102	100	99
C[C@H]1N=C(c2ccc(Br)cc2)Nc2nc3ccccn3c2C1=O	96	95	98	91	81	111	96	98	86
C#CCOc1ccc(C2=NN(CC3CC3)C3N=C(Cl)c4ncn(CC5CC5)c4N23)cc1OCC#C (stereo not given)	85	82	97	86	68	71	90	74	76
N#Cc1ccc(Nc2nc(N)n(C(=O)c3cccc(C(F)(F)F)c3)n2)cc1	104	101	93	99	98	103	110	100	83
Nc1[nH]cnc(=S)c1N	105	102	99	104	103	101	125	107	97
CCCCCCOS(=O)(=O)c1ccc(C)cc1	x	92	x	91	88	96	117	100	96
N#C/C(=C\c1ccc(Br)cc1)n1nnc2ccc(F)cc21	1.6*	-51*	3.0*	16	-31*	25	-45*	52	3.0*
Cc1cc(N(C)C)nc(SCc2ccc(Cl)cc2Cl)n1	98	96	94	96	97	99	99	104	89
CCSc1nc(-c2cccs2)n2nc(-c3cccs3)cc2n1	95	96	104	87	81	53	103	102	96
CCCCCCCCCCCCCCCC(=O)Nc1cccc2ccccc12	101	95	103	92	103	106	111	109	92
C#C[C@@]1(O)[C@@H](CO)O[C@@H](n2cc(Cl)c3c(N)ccnc32)[C@@H]1O	28	79	111	72	88	80	48	95	97
CCOC(=O)c1c(C)nc2c(c1N)CC(=O)N2c1ccccc1	102	99	101	88	106	97	105	104	94
COc1cc(C2CC(c3ccc(Cl)cc3)=NN2C=O)ccc1Oc1nc2c(c(=O)n(C)c(=O)n2C)n1C (stereo not given)	78	72	92	87	88	70	104	104	87
Oc1c(CNC2CCCCC2)cc(CNC2CCCCC2)cc1CNC1CCCCC1	104	110	92	96	99	74	112	93	99
CN1CCN(c2nc(Cl)nc3c2ncn3CCCNc2ccnc3cc(Cl)ccc23)CC1	96	93	97	105	84	94	97	100	97
CCCCCOC(=O)c1ccc(NC(=O)CNCCC)cc1	96	98	109	95	98	116	94	102	90
Cn1c(SCC(=O)Nc2ccc(S(=O)(=O)Nc3ccc(Cl)nn3)cc2)nc2ccccc2c1=O	99	99	98	104	100	103	116	101	106
Cc1ccc(C(=O)CC(=O)C(F)(F)C(F)(F)C(F)(F)F)s1	105	96	96	105	108	112	107	104	103
C#CC(=O)Nc1ccc2c(c1)C(O)(CC#N)C(=O)N2 (stereo not given)	100	96	106	96	107	99	106	102	106
CCC(C(=O)O)=C1CCCCC1	98	99	92	104	x	135	100	111	100
CCOC(=O)c1c(Nc2ccc(S(=O)(=O)N=C(N)N)cc2)nnc(-c2ccccc2)c1-c1ccccc1	107	x	106	102	x	x	118	96	106
CCOC(C=O)OCC	107	102	102	99	108	114	109	106	104
S=C(S)NNc1ccccc1	94	99	104	92	83	101	99	100	104
CC[n+]1ccc2c(c1)C(=O)c1nccc3c1c-2nc1ccccc13	75	-75*	88	-28*	17	-68*	-15*	-9.6*	-67*
CCN(CC)c1ccc(C=O)c(OCc2cn(CC(=O)Nc3ccc(F)cc3F)nn2)c1	106	106	114	x	109	102	118	101	100
COC(=O)[C@]12CCC(C)(C)C[C@H]1[C@H]1C(=O)C[C@@H]3[C@@]4(C)c5c([nH]c6ccccc6c5=O)C(C)(C)[C@@H]4CC[C@@]3(C)[C@]1(C)CC2	50	70	81	66	94	49	63	86	66
CCCC1(c2ccccc2)NC(=O)NC1=O (stereo not given)	109	104	103	110	128	104	108	100	97

The last 2 compounds of the section before come first, to join the parts.
SMILES	NCI/ADR-RES	SN12C	OVCAR-5	NCI-H23	IGROV1	OVCAR-4	OVCAR-3	SK-OV-3	NCI-H226
COC(=O)[C@]12CCC(C)(C)C[C@H]1[C@H]1C(=O)C[C@@H]3[C@@]4(C)c5c([nH]c6ccccc6c5=O)C(C)(C)[C@@H]4CC[C@@]3(C)[C@]1(C)CC2	50	70	81	66	94	49	63	86	66
CCCC1(c2ccccc2)NC(=O)NC1=O (stereo not given)	109	104	103	110	128	104	108	100	97
CC(C)(C)c1[nH]nc2c1C(c1cc3ccccc3[nH]c1=O)Nc1cc(C(=O)OCc3ccccc3)ccc1N2 (stereo not given)	87	61	88	69	79	54	49	83	75
COc1ccc(-n2ncc3c2CCc2cc(S(=O)(=O)c4ccccc4)c(=O)[nH]c2-3)cc1	113	103	97	x	106	108	120	104	112
Cc1ccc(C(=O)Nc2ccc(CN3CCN(C)CC3)c(C(F)(F)F)c2)cc1C#Cc1cnc(N)c2ccc(C#N)cc12	50	24	98	48	16	49	61	2.3*	54
O=c1nc2s/c(=C\c3ccc(Br)cc3)c(=O)n2c2nc(-c3ccccc3)c(-c3ccccc3)nc12	99	96	101	100	95	98	106	104	101
O=C(c1cc(-c2ccc(F)cc2)c2sc(=O)[nH]c2n1)N1CCOCC1	100	103	99	87	102	108	100	89	99
Cn1ccnc1C(=O)/C=C/c1ccc(CC(=O)Nc2ccc(Cl)cc2)cc1	11	2.2*	23	19	13	37	4.5*	59	77
C=CCNC(=O)c1ccc(OC)cc1	101	99	103	100	96	134	121	116	99
O=C(CSc1nc2ccccc2c(=O)n1-c1ccc(S(=O)(=O)Nc2ccc(Cl)nn2)cc1)NCCc1ccccc1	106	91	100	99	85	102	97	80	91
O=c1c2ccccc2nc(SCc2ccc(Cl)cc2)n1CCc1ccccn1	54	83	86	70	91	86	77	107	77
CCC(O)(C(C)C)C(C)C	112	101	99	104	117	109	x	110	102
COc1ccc(CNCCN2C(=O)c3ccc4c5c(ccc(c35)C2=O)C(=O)N(CCNCc2ccc(OC)cc2)C4=O)cc1	-26*	-88*	-73*	-52*	-58*	-99*	-96*	-68*	-64*
COc1ccc(-c2cs/c(=N\N=C\c3cccc(F)c3)n2C)cc1	88	95	96	73	80	66	91	72	69
C=CCSc1nc2ccccc2cc1/C=C1/SC(=O)NC1=S	101	92	101	92	76	92	103	82	81
O=C1Nc2ccc([N+](=O)[O-])cc2C1=Nc1ccc(O)cc1	85	107	114	90	113	99	x	98	100
O=C1NC(=O)C(=Cc2cn(Cc3cn(Cc4ccc(Cl)cc4Cl)nn3)c3ccccc23)C(=O)N1	97	90	51	81	86	82	92	69	x
O=S1(=O)CC(O)C1	118	97	95	108	108	96	120	108	103
COc1cc(C=NC2CCCCC2)ccc1O	106	103	108	96	x	x	104	99	105
Cc1cccc(N(CCO)CCC#N)c1	105	104	106	94	113	102	112	109	105
CN(CCO)c1ncnc2c1cnn2C	100	97	103	97	99	112	109	92	97
CC(=O)OC1COC(c2ccccc2)OC1C1OC(c2ccccc2)OCC1OC(C)=O (stereo not given)	102	103	92	101	105	100	106	102	91
CCCCCCCCCCCCCCCCCC(=O)NNc1ccccc1	92	x	95	106	79	113	93	92	97
NC[C@@H]1O[C@H](O[C@@H]2[C@@H](CO)OC(O[C@@H]3[C@@H](O)[C@H](N)C[C@H](N)[C@H]3O[C@H]3O[C@H](CO)[C@@H](O)[C@H](O)[C@H]3N)[C@@H]2O)[C@H](N)[C@@H](O)[C@@H]1O (stereo not given in full)	108	x	x	89	107	110	115	106	116
CC(N)(CSCc1ccccc1)C(=O)O (stereo not given)	104	97	98	103	x	100	103	102	108
COc1cc(-c2nn(-c3ccc(NC(=O)CN4CCOCC4)cc3)cc2-c2ccncc2)ccc1Cl	45	26	49	74	82	47	75	88	42
CCOC(=O)c1[nH]c(C)c(/C(C)=N\O)c1C	103	94	115	100	93	113	111	101	106
COc1ccc(-c2c(C#N)c(=O)[nH]c3c2c(N)nn3-c2ccccc2)cc1	108	103	102	102	92	113	114	103	104
CC(=O)Nc1nc(C)c(C(=O)NNC=O)s1	104	99	108	97	13	118	99	141	93
CS(=O)(=O)Nc1ccc(Cn2c(=O)[nH]c(=S)[nH]c2=O)cc1	103	102	101	100	109	106	111	108	99
CCNC(=S)n1nc(-c2cccc(Cl)c2)nc1N	99	102	108	95	109	108	104	97	98
CCCCn1cnc(-c2cc(-c3ccccc3)cc(C(F)(F)F)c2)n1	103	98	113	98	103	106	103	105	96
O=[N+]([O-])c1cccc(-c2nnc(CSc3nnc(-c4ccc(Cl)cc4Cl)o3)o2)c1	99	97	117	103	104	98	113	113	100
CCN(CC)CCC(Br)(C#N)c1ccccc1 (stereo not given)	100	106	97	108	130	111	111	117	94
O=C(Cn1cc(C2CC2)nn1)Nc1nc2ccccc2s1	113	101	103	109	103	111	104	116	104
O=C(Cc1ccc(NC(=O)c2cccc(Cl)c2)cc1)NCc1ccccc1	51	58	73	73	49	83	17	58	87
COc1ccc2nc(Cl)c3sc4ccc(F)cc4c(=O)c3c2c1	101	97	99	82	70	92	104	96	x
COC(=O)c1cc(=O)c(O)c2c(O)c(O)ccc2c1	72	60	101	75	58	68	75	90	94
OCCCCc1nccc2c1[nH]c1ccccc12	108	103	98	99	82	90	105	112	91
CCCCCC1CCCCN1C(=O)OC (stereo not given)	108	103	106	103	100	118	114	93	109
C#CCC1(c2cccc(C(F)(F)F)c2)NS(=O)(=O)c2ccccc21 (stereo not given)	109	103	93	101	103	103	108	89	105
CCCCOc1nc2c(c(=O)n(C)c(=O)n2C)n1C	113	100	106	135	115	107	104	106	104
CCN1CCN(C(=S)SCc2cc(=O)oc3ccc(C)cc23)CC1	93	92	97	95	109	84	101	110	94
COc1cc(C2CC(c3ccc4c(c3)OCO4)=NN2c2ccccc2)cc(OC)c1OC (stereo not given)	78	91	x	94	x	x	90	107	102
O=C1C=C(c2ccccc2)CO1	106	105	107	100	121	110	110	116	114
O=C(c1ccc(O)cc1)[C@@H]1[C@@H]2CCCN2[C@]2(C(=O)Nc3ccccc32)[C@H]1c1ccc(F)cc1	106	94	108	101	73	94	x	98	93
C=CCNC(=S)NNc1ccc([N+](=O)[O-])cn1	96	100	96	94	102	-92*	99	104	94
Cc1onc(-c2c(F)cccc2Cl)c1C(=O)Oc1ccccc1	92	97	102	99	108	102	102	109	103
COCC(=O)NNc1[nH]c(-c2ccc(OC)cc2)cc1C#N	106	112	99	100	22	127	129	112	106
O=C(O)CCC(=O)/C=C/c1cccc2ccccc12	99	92	98	101	119	97	106	97	97

Some entries already given with just OVCAR-4 and NCI/ADR-RES:
canonical_smiles	OVCAR-4	NCI/ADR-RES
Nc1ncnc2c1ncn2C1CC(O)C(CO)O1 (stereo not given)	107&113	113&104
O=c1cc(Cl)[nH]c(=O)[nH]1	109	105
Nc1cccc(C(=O)Nc2cccc3ccc(O)cc23)c1	108	105
CC(=O)OC[C@@]1(C)C2CC[C@]3(C)C(CC=C4C5CC(C)(C)CC[C@]5(C(=O)Nc5ccc(C)cc5)CC[C@]43C)[C@@]2(C)C[C@@H](OC(C)=O)[C@@H]1OC(C)=O (stereo not given in full)	40	40

Molecules above that have a CF3 group (five):
SMILES	NCI/ADR-RES	SN12C	OVCAR-5	NCI-H23	IGROV1	OVCAR-4	OVCAR-3	SK-OV-3	NCI-H226
N#Cc1ccc(Nc2nc(N)n(C(=O)c3cccc(C(F)(F)F)c3)n2)cc1	104	101	93	99	98	103	110	100	83
Cc1ccc(C(=O)CC(=O)C(F)(F)C(F)(F)C(F)(F)F)s1	105	96	96	105	108	112	107	104	103
Cc1ccc(C(=O)Nc2ccc(CN3CCN(C)CC3)c(C(F)(F)F)c2)cc1C#Cc1cnc(N)c2ccc(C#N)cc12	50	24	98	48	16	49	61	2.3*	54
CCCCn1cnc(-c2cc(-c3ccccc3)cc(C(F)(F)F)c2)n1	103	98	113	98	103	106	103	105	96
C#CCC1(c2cccc(C(F)(F)F)c2)NS(=O)(=O)c2ccccc21 (stereo not given)	109	103	93	101	103	103	108	89	105
